High-throughput results deposited in PubChem BioAssay by Sanford-Burnham Center for Chemical Genomics.
UPR CHOP act: activators of apoptotic arm of unfolded protein response (CHOP); CHO-CHOP luciferase reporter, UPR activation, luminescence; percent of tunicamycin response over DMSO baseline; activation, % at 10 µM; 330,000 tested, 0.34% active; AID 449763;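 active means at 10 µM dose, activation of 40% or more, normalized to positive control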;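 further: 100% = tunicamycin at 10 µg/mL and 0% = DMSO alone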
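System: CHO-CHOP luciferase reporter cell line; amount: 500 cells/well; buffer or medium: F12 medium containing 10% fetal bovine serum; incubation: 6 h compound exposure at 37 °C after overnight seeding; measured by: luciferase luminescence after 10 min with Steady-Glo reagent; evaluation: % reporter activation, DMSO baseline versus tunicamycin full activation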
APJ antag: APJ receptor antagonism. CHO-K1 APJ beta-arrestin complementation, luminescence. AID 2521. 330,000 tested, 0.32% active. inhibition, % at 20 µM;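 active means inhibition above about 40% at 20 µM, limit read from the data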;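 further: cells challenged with 10 nM apelin-13 agonist together with compound; plate controls were apelin-13 plus DMSO wells for no effect and DMSO wells lacking apelin-13 for full effect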
tim23-1 inh: tim23-1 yeast growth inhibition; S. cerevisiae tim23-1 growth, BacTiter-Glo luminescence, 24 h; inhibition, % at 20 µM; 330,000 tested, 1.3% active; AID 463212;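 active means growth inhibition of the mutant yeast at or above 50%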;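 further: temperature-sensitive mutant grown at 25 °C; plate controls were DMSO-treated mutant yeast for no effect and medium wells lacking yeast for full effect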
CXCR6 block: blocks human CXCR6 beta-arrestin recruitment; AID 602244; inhibition, % at 20 µM; CHO-K1 PathHunter CXCR6 beta-arrestin, luminescence; 360,000 tested, 0.36% active; in the data active means inhibition above about 34%, passing the limit was not always enough;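 further: antagonist mode with CXCL16 agonist at 10 nM final; 0% = 10 nM CXCL16 with DMSO and 100% = unstimulated wells without agonist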
Target sequence (O00574 whole entry, looked up): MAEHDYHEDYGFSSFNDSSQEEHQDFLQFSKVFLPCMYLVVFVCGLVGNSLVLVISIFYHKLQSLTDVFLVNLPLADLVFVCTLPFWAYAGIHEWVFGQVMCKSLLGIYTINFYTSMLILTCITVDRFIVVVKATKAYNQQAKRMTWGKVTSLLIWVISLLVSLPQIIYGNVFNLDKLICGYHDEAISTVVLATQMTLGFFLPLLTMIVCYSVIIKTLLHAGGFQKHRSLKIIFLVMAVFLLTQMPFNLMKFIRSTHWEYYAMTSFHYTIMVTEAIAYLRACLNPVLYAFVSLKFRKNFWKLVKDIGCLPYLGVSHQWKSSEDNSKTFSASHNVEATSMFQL
EBI2 antag: blocks human EBI2 receptor beta-arrestin signaling; P32249; EBI2 beta-arrestin recruitment, luminescence, 7a,25-OHC stimulated; inhibition, % at 5 µM; 360,000 tested, 0.81% active; AID 651636; in the data active means inhibition above about 38%;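 further: enzyme fragment complementation signal reports receptor beta-arrestin coupling in cells; 0% = agonist plus DMSO wells and 100% = wells without agonist; some results beyond the cut were filed as inactive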
Target sequence (P32249 whole entry, looked up, the tested form may be a part): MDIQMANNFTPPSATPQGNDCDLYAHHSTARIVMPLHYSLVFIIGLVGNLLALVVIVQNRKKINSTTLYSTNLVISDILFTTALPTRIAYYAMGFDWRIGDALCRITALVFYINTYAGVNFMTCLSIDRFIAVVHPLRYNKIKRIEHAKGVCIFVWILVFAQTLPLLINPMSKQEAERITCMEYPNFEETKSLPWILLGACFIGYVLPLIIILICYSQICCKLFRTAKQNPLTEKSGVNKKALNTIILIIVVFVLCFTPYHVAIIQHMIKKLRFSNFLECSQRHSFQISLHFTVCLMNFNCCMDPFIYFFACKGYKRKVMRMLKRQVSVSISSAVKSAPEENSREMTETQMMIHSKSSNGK
XBP1 UPR activ: adaptive UPR (XBP1) activation. CHO-XBP1 luciferase reporter, IRE1-XBP1 UPR activation, luminescence; percent of tunicamycin response, DMSO as zero. activation, % at 20 µM. 330,000 tested, 0.33% active. AID 463104;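 active means versus positive control, 20 µM dose yields 30% or more activation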;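 further: 100% = tunicamycin at 10 µg/mL and 0% = DMSO only wells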
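Material: CHO cell line with stable XBP1 luciferase reporter; schedule: 16-18 h cell attachment at 37 °C, then 6 h compound exposure; signal: glow luminescence from Steady-Glo reagent; medium: serum-containing F12 medium, 10% FBS; benchmarks: tunicamycin 10 µg/mL and vehicle-only wells; read-out: percent activation relative to tunicamycin reference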
CCR6 antag: CCR6 (human) receptor antagonism; 340,000 tested, 0.49% active; CHO-K1 CCR6 PathHunter beta-arrestin, luminescence, CCL20-stimulated; AID 493098; P51684; inhibition, % at 20 µM;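 active means compounds whose inhibition of the agonist-driven luminescence signal at 20 µM reaches about 50%, limit read from the data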;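 further: cells stimulated with CCL20 at 14 nM final; plate controls were DMSO with CCL20 for no effect and DMSO without agonist for full effect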
Target sequence (P51684 whole entry, looked up): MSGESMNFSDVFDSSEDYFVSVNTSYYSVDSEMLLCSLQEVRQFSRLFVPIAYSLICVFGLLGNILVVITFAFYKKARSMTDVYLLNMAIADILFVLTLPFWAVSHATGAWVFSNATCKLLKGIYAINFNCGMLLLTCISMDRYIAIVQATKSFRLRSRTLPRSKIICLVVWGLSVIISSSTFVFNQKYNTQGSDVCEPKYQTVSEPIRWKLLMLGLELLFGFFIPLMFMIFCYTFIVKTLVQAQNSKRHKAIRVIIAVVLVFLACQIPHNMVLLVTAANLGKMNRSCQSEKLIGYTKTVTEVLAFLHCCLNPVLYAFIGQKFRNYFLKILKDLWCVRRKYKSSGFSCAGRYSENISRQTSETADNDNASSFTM
Mdm2-MdmX inh: inhibitors of human Mdm2/MdmX interaction; O15151+Q00987; SaOS-2 split-luciferase Mdm2/MdmX complementation, luminescence; inhibition, % at 8 µM; 330,000 tested, 3% active; AID 485346;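 active means inhibition of at least 50% at 8 µM in the primary screen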
APJ ag: APJ receptor agonism. CHO-K1 APJ PathHunter beta-arrestin, luminescence; 0% DMSO wells, 100% apelin. activation, % at 20 µM. P35414. 330,000 tested, 0.11% active;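 active means activation more than six SD over the plate average, tested at 20 µM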;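 further: 0% = DMSO alone and 100% = apelin-13 at 10 nM; some results filed as inactive read as strong as hits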
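Test system: CHO-K1 APJ beta-arrestin complementation cell line | Compound: Single test compound dose, 20 µM final, 1% DMSO | Incubation: Compound 90 min 25 °C, reagent 1 h | Measured by: beta-gal luminescence | Read-out basis: APJ–arrestin association signal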
The depositor's hits bear a star; nt = no result given.

molecule	UPR CHOP act	APJ antag	tim23-1 inh	CXCR6 block	EBI2 antag	XBP1 UPR activ	CCR6 antag	Mdm2-MdmX inh	APJ ag
C=CCN1C(=O)C(Cc2ccccc2)S/C1=N/N=C/c1cccs1 (stereo unspecified)	0.2	-1	-16	3	17	-1	3	-23	1
COc1cccc(N(CC(=O)NCCSc2ccccn2)S(C)(=O)=O)c1	0.7	-2	23	4	-3	-1	-3	7	-2
O=C(NC1CCCCC1)C(c1ccc(F)cc1)N(Cc1cccs1)C(=O)CN1C(=O)c2ccccc2S1(=O)=O (stereo unspecified)	6.3	11	-4	6	12	11	-9	-20	0
N#Cc1c(N)n(-c2ccccc2N)c2nc3ccccc3nc12	-0.7	-40	-3	-21	-18	0	-6	4	7
O=C(Nc1ccc(Cl)cc1)N1CCCC1	3.9	6	31	5	6	0	1	-2	3
OCCCc1nc2ccccc2n1Cc1ccccc1	1.4	-5	8	6	6	-3	16	-11	0
CCOC(=O)c1ccc(N2C(=O)CC(Sc3nc(O)c(CC)c(=O)[nH]3)C2=O)cc1 (stereo unspecified)	-2.8	8	13	7	3	-1	21	12	-3
CC1(C)Cc2c(sc(NC(=O)Nc3ccccc3)c2C(N)=O)CO1	8.7	-10	24	-5	7	6	-2	-32	-1
Cn1c(SCC(=O)NCc2cccs2)nnc1-c1ccco1	0.2	16	12	-4	-8	-4	-12	-2	1
CCc1ccc(OCCOCC(O)CN(CCO)CCO)cc1 (stereo unspecified)	-0.2	6	8	-11	-11	-3	1	12	-3
CCOc1ccc(CNC(=O)CCC(=O)N2Cc3cccc(OC)c3Oc3ncccc32)cc1	4.0	-4	15	-4	-1	-2	11	9	8
Cc1ccc(NC(=O)CN2CCCCCC2)cc1[N+](=O)[O-]	5.0	-4	2	8	4	1	6	-37	-4
O=S(=O)(c1ccc(-c2ccno2)s1)N1CCCCC1	-0.1	9	13	0	1	-1	4	15	9
CCOC(=O)c1cccc(NC(=O)CCc2nc(-c3ccc(C)cc3)no2)c1	-3.5	-1	-15	-5	11	-2	3	12	2
COc1ccc(S(N)(=O)=O)cc1C(=O)OCC(=O)N1CC(=O)Nc2ccccc21	-0.6	17	2	1	-4	0	4	8	1
Cc1ccc(NC(=O)CCc2nnc3ccc(N4CCC5(CC4)OCCO5)nn23)nc1	-0.5	2	-9	-7	-1	-6	1	13	-2
COc1ccc(-c2ccc(SCC(=O)Nc3nccs3)nn2)cc1OC	5.5	15	-12	-7	2	6	14	9	1
CC(C)CC(NC(=O)C1CCCN1C(=O)CNC(=O)OCc1ccccc1)C(=O)O (stereo unspecified)	-0.4	-6	-4	1	-9	5	-5	-13	-4
O=C(O)c1cccc(N2C(=O)c3cc4cccc(Br)c4cc3C2=O)c1	-0.4	-13	50	-2	-6	0	1	-7	-2
CCOC(=O)N1CCC(=NNC(=O)COc2ccc(OC)cc2)CC1	9.1	14	4	3	-2	2	3	1	-1
c1ccc(-c2nn3nnnc3c3ccccc23)cc1	-0.9	10	-1	-5	-7	6	-10	-19	-3
CC(C)OC(=O)C1=C(N)N2C(=O)CSC2=C(C(=O)OC(C)C)C1	-1.4	-3	2	-3	-2	-2	3	11	-4
CC(NC(=O)C1CCC(C)(C(=O)O)C1(C)C)c1ccccc1 (stereo unspecified)	-1.0	8	8	-10	0	-4	11	0	-2
CCCn1c(C2CCCN2c2nc(-c3cccc(Br)c3)cs2)nc2ccccc21 (stereo unspecified)	0.1	-36	25	15	7	-1	18	27	3
O=C(CSc1ccc(-c2ccccc2)nn1)c1cccs1	3.6	-10	11	-7	4	1	8	-13	1
CCOc1cc(N2CCOCC2)c(OCC)cc1NC(=O)COC(=O)c1ccccc1OC(F)F	-0.6	18	16	0	22	-1	11	12	-5
COc1ccccc1NS(=O)(=O)c1ccc(C)c(NC(=O)NC2CCCCC2)c1	0.9	1	-3	-4	12	1	14	-23	1
CN(C)S(=O)(=O)c1ccc(N2CCCC2)c(C(=O)Nc2nc3ccccc3s2)c1	125*	7	21	-3	-5	76*	-3	42	-2
CCOc1ccc(N(CC)C(=O)CCNC(=O)Cn2ccc3ccccc3c2=O)cc1	1.3	-4	11	-7	2	1	6	-3	-4
CCc1nc(N(CC)CC)c2oc3ccccc3c2n1	0.7	11	38	-2	14	4	-6	11	-4

Structural class: the entries above containing a furan ring, fused or not
molecule	UPR CHOP act	APJ antag	tim23-1 inh	CXCR6 block	EBI2 antag	XBP1 UPR activ	CCR6 antag	Mdm2-MdmX inh	APJ ag
Cn1c(SCC(=O)NCc2cccs2)nnc1-c1ccco1	0.2	16	12	-4	-8	-4	-12	-2	1
CCc1nc(N(CC)CC)c2oc3ccccc3c2n1	0.7	11	38	-2	14	4	-6	11	-4

(list continues)
molecule	UPR CHOP act	APJ antag	tim23-1 inh	CXCR6 block	EBI2 antag	XBP1 UPR activ	CCR6 antag	Mdm2-MdmX inh	APJ ag
Cc1cc2cc(CN(Cc3cccs3)C(=S)NCc3ccco3)c(=O)[nH]c2cc1C	-1.2	7	0	10	-2	-4	10	33	-3
NC(=O)c1ccsc1NC(=O)Cc1ccc([N+](=O)[O-])cc1	0.2	-22	-2	-6	7	1	-9	25	3
NC(=O)c1ccc(-n2nc(C(F)(F)F)c3c2CCCC3)cc1	2.7	-8	39	-8	-4	3	16	-23	0
Cc1ccc(Oc2ccc(N)cc2)cc1	-0.7	4	5	6	-8	0	0	23	-2
Cn1nc(C(C)(C)C)c([N+](=O)[O-])c1C(N)=O	-0.3	10	4	0	0	1	5	8	1
Clc1ccc(Oc2cnc3ccccc3n2)cc1	0.0	5	11	-5	7	2	19	17	-2
Cc1ccc(NC(=O)CS(=O)CC(=O)N(CC(=O)NC2CCCC2)c2ccc3c(c2)OCCO3)cc1 (stereo unspecified)	0.4	8	5	2	-10	0	9	34	-1
CN(Cc1ccc(Br)s1)C(=O)CNC(=O)c1ccc2c(c1)OCO2	-0.2	4	2	6	-6	-1	4	5	-5
C/C(=N\N=C(N)N)c1ccc(C)c(C)c1	-0.1	-26	-2	-6	1	-2	3	25	0
CCOC(=O)c1c(NC(=O)C2CC2)sc(C)c1CC	-2.4	-3	9	-1	6	3	1	-10	-4
CN(Cc1ccccc1)S(=O)(=O)c1ccc(NC(=S)NC(=O)C2CCCC2)cc1	0.2	20	27	25	17	2	43	56*	-6
CCC(C(=O)O)n1nnc(-c2ccc(-c3ccc(OC)cc3)cc2)n1 (stereo unspecified)	1.2	13	11	0	1	1	-11	-4	-4
CCc1nnc2c(NCCc3ccccc3)nc3ccccc3n12	-2.4	-8	8	-6	-5	1	6	38	0
CCOc1ccc(-c2c(C(=O)N/N=C/c3ccc(OC(C)C)cc3)nnn2-c2nonc2N)cc1	0.2	-17	16	-10	29	-2	1	-14	-2
COc1ccccc1NC(=O)/C(=C/c1cccc([N+](=O)[O-])c1)c1ccccc1	5.6	-9	13	1	33	-3	17	25	1
O=c1[nH]c(CSc2ncnc3sc(-c4ccccc4)cc23)nc2ccccc12	0.9	6	-23	-13	-4	87*	6	87*	-3
Cc1ccc(COc2ccc(CNCCCN3CCCCCC3=O)cc2)cc1	2.4	-9	-10	5	-3	0	8	17	-3
Nc1nnc(C(c2ccccc2)c2ccccc2)s1	-0.4	-3	18	2	-7	1	5	23	-2
O=C(NCCCn1ccnc1)C(=O)NCC(c1cccnc1)N1CCN(c2ccccc2)CC1 (stereo unspecified)	1.7	2	9	4	-6	1	2	-6	0
CCOc1cc(C)ccc1OCc1nnc(SCC(=O)c2cccc([N+](=O)[O-])c2)n1C	0.1	-17	13	-4	26	1	10	14	5
COc1ccc(CCN2Cc3c(N)cccc3C2=O)cc1OC	1.3	-3	25	1	0	2	-2	-12	-4
Cc1cc(C)cc(Nc2ccc(C(=O)O)cc2N)c1	-1.7	-40	6	-5	-9	2	-5	32	3
COc1ccc(/C=C/C(=O)c2ccoc2)cc1	5.3	-6	33	-7	-3	4	6	-24	-1
CC(NCC(O)COc1ccccc1)C1COc2ccccc2O1 (stereo unspecified)	1.4	12	17	5	-1	-2	10	-20	-2
O=S(=O)(c1ccc(Cl)cc1)N1CCCc2ccccc21	2.3	-2	11	8	8	-4	10	10	-4
CC1=C(C(=O)N2CCCCC2)C(c2cccs2)C2=C(CCCC2=O)N1 (stereo unspecified)	-0.4	2	-3	-10	-13	4	10	-12	-1
CCC(C(=O)NC1CCCC1)N(Cc1ccc2c(c1)OCO2)C(=O)c1snc(C(N)=O)c1N (stereo unspecified)	-1.6	13	25	1	2	-2	10	7	-2
Cc1ccc(NC(=O)CSc2nnc(CSc3nc(C)cc(C)n3)n2Cc2ccco2)c(C)c1	-3.1	7	25	0	-2	-3	14	19	3
O=C(CNc1ccc2ccccc2c1)NNC1=NCCC1	-2.4	-11	3	4	-17	-1	3	5	-4
O=C(COc1ccccc1)NNc1nc2c(F)cc(F)cc2s1	1.9	-15	6	-7	3	-3	4	18	-1
COc1ccc(NC(=O)COC(=O)CCC2CCCC2)c(OC)c1	0.4	-3	12	-2	-12	-2	12	2	-4
COc1ccc(CC(=O)NCCC(C)C)cc1S(=O)(=O)N1CCOCC1	-2.0	6	4	-1	8	-1	-2	19	-3
Cc1ccc(NC(=O)c2c(NC(=O)CCC(=O)O)sc3c2CCCCC3)cc1	2.3	-25	20	-20	8	-1	3	-31	-3
CCOC(=O)c1ccccc1NC(=O)COC(=O)CN1C(=O)C2CC=CCC2C1=O (stereo unspecified)	-1.5	1	16	11	-7	-6	18	-2	-2
C/C(N)=C(/C#N)C(=O)COC(=O)c1cccc2ccccc12	0.6	5	-6	8	3	5	7	-17	-2
CCCc1nc2oc3c(OCC)ncnc3c2c2c1COC(C)(C)C2	1.6	1	20	0	11	0	12	-1	-5
O=C(CSc1nc(=O)n(CCCN2CCOCC2)c2c1CCC2)Nc1cccc(F)c1	-1.3	9	1	-1	8	5	-4	0	1
O=C(NC1CCCCC1)OCCN1CCN(Cc2ccccc2)CCC1=O	-0.3	9	3	nt	nt	-4	nt	7	5
COC(=O)c1ccc(OC)c(Cn2c(=O)n(C)c(=O)c3sccc32)c1	1.3	19	6	7	-17	0	1	25	1
CN(CC(=O)NC1CCCCC1)S(=O)(=O)c1ccc(Br)s1	-5.1	-32	7	-6	-10	-2	-3	-3	5
Cc1noc(C)c1CSc1ncnc2ccccc12	2.8	10	-26	0	-17	0	11	32	-2
CC(=O)c1cccc(S(=O)(=O)N2CCN(CCOc3ccccc3)CC2)c1	-0.9	-7	27	5	9	4	10	14	-2

An excerpt; the hit share may differ from the screen's.
